PTK2B oligo ant: antagonists of human Pyk2 oligomerization; z-score (the deposit names both 25 µM and 10 µM); Q293 cells, Pyk2 FERM NanoBiT luminescence; stronger effect = lower value; hit rate 0.83% among 99,000;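 active = Z-score of -3 or lower, scaled per plate to the spread of control and sample wells; inactive = z-score above -3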;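 note: negative z-score means lost luminescence so less FERM oligomerization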
PostGolgi ctrl: inhibits growth of the yeast control strain; efflux-deficient yeast background strain, growth absorbance A615, 16 h; hit rate 5% among 98,000; inhibition, % at 10 µM
PTPN22 inh 2: inhibitors of human LYP (PTPN22) phosphatase. Q9Y2R2. recombinant LYP catalytic domain, DiFMUP fluorescence. inhibition, % at 2 µM. hit rate 0.21% among 96,000. AID 640;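 active = inhibition at 2 µM at or above a set limit, the screen mean plus 3 SD, cut at about 24% in these data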;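 note: 0% = DMSO with enzyme and 100% = enzyme fully blocked by orthovanadate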
Target sequence (Q9Y2R2 whole entry, looked up, the tested form may be a part): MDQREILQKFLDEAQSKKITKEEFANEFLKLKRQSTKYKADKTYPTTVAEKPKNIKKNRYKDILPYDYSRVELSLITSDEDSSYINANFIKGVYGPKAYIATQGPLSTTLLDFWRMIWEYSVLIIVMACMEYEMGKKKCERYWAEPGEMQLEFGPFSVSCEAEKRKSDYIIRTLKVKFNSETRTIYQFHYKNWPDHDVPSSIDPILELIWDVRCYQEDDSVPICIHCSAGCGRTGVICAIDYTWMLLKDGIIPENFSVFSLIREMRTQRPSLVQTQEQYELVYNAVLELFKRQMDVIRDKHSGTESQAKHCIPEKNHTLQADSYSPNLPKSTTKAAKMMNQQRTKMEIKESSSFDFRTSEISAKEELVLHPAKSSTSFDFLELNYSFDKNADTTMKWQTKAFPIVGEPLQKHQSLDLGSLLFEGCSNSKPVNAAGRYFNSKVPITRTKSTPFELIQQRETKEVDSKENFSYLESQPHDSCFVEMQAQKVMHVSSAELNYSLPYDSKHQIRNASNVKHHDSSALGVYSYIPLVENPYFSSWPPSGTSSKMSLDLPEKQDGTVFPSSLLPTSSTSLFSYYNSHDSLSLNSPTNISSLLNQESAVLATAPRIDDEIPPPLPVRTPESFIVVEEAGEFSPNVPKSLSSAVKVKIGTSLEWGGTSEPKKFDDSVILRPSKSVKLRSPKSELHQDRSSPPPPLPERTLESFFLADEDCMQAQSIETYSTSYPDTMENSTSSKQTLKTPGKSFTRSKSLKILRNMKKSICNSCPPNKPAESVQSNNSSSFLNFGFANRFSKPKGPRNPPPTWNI
hDAT+cocaine: modulates human dopamine transporter uptake under cocaine. B-score at 10 µM. LLC-PK1 hDAT cells, [14C]-dopamine uptake with cocaine IC80; actives deviate in either direction. hit rate 1.3% among 110,000. Q01959;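 active = Z score or B-score, a plate-position-corrected score, falls beyond the plate's 99.7% confidence bounds, in either direction; inactive = both scores lie inside the 99.7% bounds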;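 note: scored against the spread of the other compound wells on the same plate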
Ecoli WT expand: blocks growth of wild type E. coli BW25113 | OD600 absorbance | AID 710 | growth inhibition, % at 100 µM | hit rate 0.15% among 98,000;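 active = growth inhibition above about 50% at one test dose, limit read from the data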;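 note: growth measured after 20 h incubation at 37 °C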
LYP act: increases human PTPN22 phosphatase activity. recombinant LYP, DiFMUP fluorescence; 0 = plate median, 100 = signal doubled. activation, % at 2 µM. hit rate 0.11% among 96,000;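 active = activation at 2 µM above a set limit, the mean plus 5 SD, cut at about 37% in these data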
CYP2C9 inhib: blocks human cytochrome P450 2C9; P11712; CYP2C9 Supersomes, luciferin-H conversion, luminescence; inhibition, % at 5 µM; hit rate 20% among 96,000; AID 777;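 active = blocking of liver enzyme CYP2C9 beyond about 50% at 5 µM, limit read from the data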; note: values of inactives mirror those of a sister screen read the other way
CYP2C9 act: activators of human CYP2C9 | P11712 | recombinant CYP2C9, luciferin-H conversion, luminescence; stronger effect = higher value; factor 1 = untreated enzyme, 0 = blocked | activation factor at 5 µM | hit rate 1.4% among 96,000 | AID 1024;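 active = activation factor of 2 or more for CYP2C9 at a 5 µM dose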;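 note: 0 = sulfaphenazole-blocked wells and 1 = vehicle-only wells; values of inactives mirror those of a sister screen read the other way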
PostGolgi yeast: growth inhibition of a yeast mutant, post-Golgi transport screen. inhibition, % at 10 µM. hit rate 0.9% among 98,000. post-Golgi transport phenotypic cell assay. AID 739;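 note: yeast cells grown in 1536-well plates; yeast grown about 18 h at 30C before absorbance read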
* marks the source's active call; other numbers are inactive results; . = not tested or not shown. Cut-off read from the data, not from the text of the source, unless noted: active = inhibition above about 30%; inactive = the rest.

Preview:
SMILES	PTK2B oligo ant	PostGolgi ctrl	PTPN22 inh 2	hDAT+cocaine	Ecoli WT expand	LYP act	CYP2C9 inhib	CYP2C9 act	PostGolgi yeast
Cc1cccnc1NC(=O)C1CCN(S(=O)(=O)c2ccc3c(c2)CCC(=O)N3)CC1	.	10	-5	-0.71	3	2	26	0.7	-2
CC(=O)Nc1ccccc1NC(=O)CC(C)(C)C	0.22	8	-13	-1.4	1	7	-5	1.1	1
Cc1ccc(CCNS(=O)(=O)c2cnc[nH]2)cc1	0.74	5	.	0.0069	7	.	98*	0	1
Cc1cccnc1NC(=O)CSc1nnc(Cc2ccccc2)o1	1.2	.	0	-1.8	.	0	.	.	.

This part in full (from the top)
SMILES	PTK2B oligo ant	PostGolgi ctrl	PTPN22 inh 2	hDAT+cocaine	Ecoli WT expand	LYP act	CYP2C9 inhib	CYP2C9 act	PostGolgi yeast
Cc1cccnc1NC(=O)C1CCN(S(=O)(=O)c2ccc3c(c2)CCC(=O)N3)CC1	.	10	-5	-0.71	3	2	26	0.7	-2
CC(=O)Nc1ccccc1NC(=O)CC(C)(C)C	0.22	8	-13	-1.4	1	7	-5	1.1	1
Cc1ccc(CCNS(=O)(=O)c2cnc[nH]2)cc1	0.74	5	.	0.0069	7	.	98*	0	1
Cc1cccnc1NC(=O)CSc1nnc(Cc2ccccc2)o1	1.2	.	0	-1.8	.	0	.	.	.
CC(=O)Nc1cc(C(=O)N2CCN(C)CC2)ccc1S(=O)(=O)c1ccc(C)cc1	-0.07	-3	-2	-0.037	-2	1	-11	1.1	2
O=C(CCC(=O)OCC(=O)c1cccc([N+](=O)[O-])c1)Nc1ccccc1Cl	1.2	2	-14	-0.0063	4	12	-16	1.2	21
C/C(O)=C\c1nc(=O)c2c(C)cc(C)nc2n1-c1ccccc1	-0.26	23	0	-0.91	-2	-2	4	1	-6
O=C1Nc2ccccc2C12OC1CCCCC1O2 (centres undefined)	0.21	5	10	-0.64	6	-6	-23	1.2	4
CCc1nnc(NC(=O)c2ccc3c(c2)C(=O)N(C(C)(C)C)C3=O)s1	-0.76	-10	-4	-0.27	-6	8	34	0.7	-3
CCOC(=O)c1c(C)sc2c1N(C(=O)CN(CC)CC)c1ccccc1S2	-0.14	.	12	0.52	.	-6	.	.	.
O=C(CSc1nc2c(cnn2-c2ccc(F)cc2)c(=O)[nH]1)N1CCCCCC1	.	8	-8	-0.016	-5	5	1	1	-2
CC(C)(C)NC(=O)NC(=O)COC(=O)CCC1CCCCC1	-0.11	11	1	-0.16	2	2	12	0.9	12
Cc1ccc(-n2ncc3c(NCCCN4CCOCC4)ncnc32)c(C)c1	.	4	-13	0.0024	-3	10	-2	1	-4
COc1ccc(NC(=O)CCN2CCN(S(=O)(=O)c3ccc(C(C)C)cc3)CC2)cc1	-0.21	-2	3	-0.11	3	0	66*	0.3	2
COc1ccc(C(=O)c2cn[nH]c2-c2cc(Cl)ccc2O)cc1	-2.2	16	-6	0.31	-3	4	92*	0.1	2
COc1ccc(N2C(=O)C3C(C2=O)C2C=CC3C23CC3)c(OC)c1 (centres undefined)	1.4	1	8	1.7	-11	-11	-1	1	2
CCOC(=O)Nc1ccc2c(CN3CCN(S(=O)(=O)c4ccccc4)CC3)cc(=O)oc2c1	-1.6	.	7	2.5	.	-2	.	.	.
CCN1c2ccccc2NC2N=C(OC)C(c3ccccc3)C21 (centres undefined)	0.14	-1	12	-0.43	27	-14	-1	1	-7
O=C(c1ccc2nc3ccccc3c(=O)n2c1)N1CCN(Cc2ccc3c(c2)OCO3)CC1	-0.86	8	-1	0.94	-6	3	53*	0.5	5
COc1ccc(C(=O)NC(Cc2ccccc2)c2ccc3c(c2)OCCCO3)cc1 (centres undefined)	-0.4	8	8	-0.28	-1	-7	57*	0.4	-4
CNc1c([N+](=O)[O-])ncn1C	1	12	12	-0.042	-5	-10	-2	1	0
CCCCOC(=O)Nc1ccc(C)c(Cl)c1	-0.59	17	-6	-0.2	25	3	11	0.9	-7
NC(=O)C1CCN(C(=O)C2c3ccccc3C(=O)N3CCc4ccccc4C23)CC1 (centres undefined)	1.1	-4	7	1.4	2	-8	18	0.8	14
COCCNC(=O)C(c1cccc(OC)c1)N(Cc1cccs1)C(=O)Cn1nnc2ccccc21 (centres undefined)	-0.06	-7	3	-0.18	-5	0	.	.	-4
COc1ccc(S(=O)(=O)N(CC(=O)NC2CC2)C2CCCCC2)cc1Cl	-0.05	5	-5	-0.59	2	2	72*	0.3	1
Cn1c(SCC(=O)c2ccccc2)nnc1-c1cccc(N)c1	-0.46	10	5	1.4	8	-3	31	0.7	-6
O=C(O)c1cc(S(=O)(=O)NCc2ccco2)c(Cl)cc1Cl	-0.07	5	2	1	0	-2	-11	1.1	-9
Cc1cccc2nc(CSCc3ccco3)cn12	-1.7	-8	2	-0.082	10	-5	0	1	0
O=C(NC1CCCC1)c1cccc(S(=O)(=O)N2CCCCC2)c1	0.16	23	-19	0.011	-1	18	24	0.8	-7
CCOC(=O)C(/C=C(\C#N)C(=O)OCC)=C(/N)N1CCN(c2ccc(OC)cc2)CC1	0.15	10	0	-1.8	1	4	11	0.9	-2
Cn1nc(-c2ccc(C(=O)N3CCN(CCO)CC3)cc2)c2ccccc2c1=O	0.73	-2	-12	0.43	5	12	-16	1.2	8
COc1c2occc2c(OC)c2c(=O)cc(C(F)(F)C(F)(F)F)oc12	-3.2*	0	1	-0.66	-17	-3	61*	0.4	-3
CCc1ccc(CCC(=O)Nc2sc(C)c(C)c2C(=O)OC)o1	-0.09	14	-3	0.18	-1	4	13	0.9	7
O=C(NCc1cccnc1)C1CC(c2ccc(F)cc2)=NO1 (centres undefined)	1.2	9	-6	-0.072	11	4	17	0.8	-4
CCCc1nc(SCC(=O)N2CCN(c3ccccc3)CC2)c2c(=O)n(C)c(=O)n(C)c2n1	.	4	5	-0.43	2	-5	.	.	-4
CCCN(CCC)CCNC(=O)c1cc2c(C)nc3ccccc3c2o1	0.77	0	-15	0.16	4	15	9	0.9	20
O=C(Nc1ccc(S(=O)(=O)N2CCc3ccccc3C2)cc1)C1CCCO1 (centres undefined)	2.3	7	-12	-0.62	-2	10	13	0.9	-10
COc1ccccc1N1CCN(C(=O)c2cc3sccc3n2C)CC1	0.75	14	-3	0.33	3	4	-40	1.4	-7
CCN(CCO)Cc1cc(=O)oc2c(C)c(C)ccc12	0.26	10	2	0.44	-3	-4	0	1	4
COc1ccc(-n2c(=O)c3ccccc3n(CC(=O)Nc3cc(C)on3)c2=O)cc1OC	0.77	-12	11	-0.061	-8	-13	26	0.7	14
CC(C)OC(=O)c1c(NC(=O)Cn2cnc([N+](=O)[O-])n2)sc2c1CCCC2	-0.17	-5	7	0.99	-15	-2	13	0.9	-13
Cc1ccc(N=Nc2ccc(O)c(/C=N\NC(=O)c3ccc(N)cc3)c2)cc1C	-0.57	-10	14	1.2	-1	-15	-4	1	12
O=C(c1ccccc1Oc1nnnn1-c1ccccc1)N1CCOCC1	0.18	-2	-7	-0.28	-2	2	-9	1.1	-1
CN(C)S(=O)(=O)c1cccc(NC(=O)Cn2cnc3ccccc3c2=O)c1	0.08	-3	-7	0.14	4	8	84*	0.2	-3
CCC(C)Sc1nc2c(c(=O)n1C)SC(C)C2 (centres undefined)	.	4	.	0.6	-3	.	28	0.7	-1
CCOc1ccc(C2=NNC(c3cccs3)=Nc3ccc(OC)cc32)cc1OCC	-0.01	.	3	0.17	.	-2	.	.	.
CC(CNC(=O)c1ccc(Br)o1)NC(=O)c1ccc(Br)o1 (centres undefined)	0.21	18	0	0.046	-1	-2	26	0.7	36*
O=C(NCc1ccccc1Cl)c1cnccn1	-0.03	11	6	0.48	10	-3	-3	1	-2
Cc1ccc(-c2nc(N/N=C/c3ccccc3[N+](=O)[O-])c3ccccc3n2)cc1	-0.35	21	8	-1.3	-11	-3	1	1	-4
CN1C(=O)/C(=C\c2ccccc2)Sc2ccc(C(=O)N3CCN(c4ccccn4)CC3)cc21	.	32*	16	0.062	2	-12	77*	0.2	4
More compounds follow.
SMILES	PTK2B oligo ant	PostGolgi ctrl	PTPN22 inh 2	hDAT+cocaine	Ecoli WT expand	LYP act	CYP2C9 inhib	CYP2C9 act	PostGolgi yeast
Cn1c(-c2ccccc2)cccc1=O	-0.1	3	-1	-1.4	4	-2	0	1	6
CCOC(=O)Cc1cc(=O)c2c(=O)n(-c3ccccc3)[nH]c2[nH]1	1.5	4	18	-0.71	3	-15	5	1	3
COc1ccc(CCNC(=O)C2CCCN(C(=O)N(C)C)C2)c(OC)c1 (centres undefined)	-0.42	1	.	-2	1	.	-7	1.1	-3
COc1ccc(OC)c(NC(=O)COc2ccc(S(=O)(=O)NC(C)C)cc2)c1	-0.64	5	-4	0.56	-7	5	44	0.6	4
CS(=O)(=O)N1CCN(C(=O)c2cc(-c3cccs3)nc3ccccc23)CC1	0.86	5	-20	-3*	-5	19	17	0.8	-6
COc1cc(OC)cc(C(C(=O)NC2CCCCC2)N(C(=O)c2ccno2)c2ccccc2)c1 (centres undefined)	-3.6*	.	9	-0.27	.	-9	.	.	.
CCSc1nnc(NC(=O)NC(CC)(C(F)(F)F)C(F)(F)F)s1	-2.1	3	7	1.6	16	-8	22	0.8	2
CCOc1cc(C2C(C(=O)O)c3cc(OCC)c(OCC)cc3C(=O)N2C)ccc1O (centres undefined)	0.14	0	.	-1.5	5	.	-19	1.2	-6
Cc1nc2ccccc2nc1N1CCC(C)CC1	0.59	19	-16	0.02	-11	15	-8	1.1	-16
CCS(=O)(=O)NC(C)C(c1cccs1)N1CCN(c2ccc(F)cc2)CC1 (centres undefined)	.	9	1	1.8	6	-4	19	0.8	12
CN(C)c1nc(NCc2ccccc2)nc(N/N=C/c2ccc(Cl)cc2Cl)n1	-0.42	7	-6	.	-11	9	14	0.9	5
COc1ccccc1CNC(=O)c1ccc(NS(=O)(=O)c2c(C)noc2C)cc1	-0.49	-9	5	-0.75	2	-7	78*	0.2	9
Cn1c(SCc2cccnc2)nc2cccnc21	-0.35	1	-4	-0.76	3	4	15	0.9	3
C/C(CC1(O)C(=O)N(Cc2ccccc2)c2ccccc21)=N\O (centres undefined)	0.45	-5	8	0.11	1	-10	8	0.9	2
C=CCCC(=O)Nc1nc(C)c(-c2csc(Nc3cc(Cl)ccc3OC)n2)s1	.	0	11	1.1	-13	-7	32	0.7	4
O=C(NCc1ccccc1)C(=O)NCC1COc2ccccc2O1 (centres undefined)	2	.	-3	-1.5	.	0	.	.	.
COc1ccc(NC(=O)C2CCCN(S(=O)(=O)c3cccnc3)C2)c(OC)c1 (centres undefined)	.	7	4	-0.28	3	-7	15	0.8	-22
CCc1c(O)cc2n(c1=O)-c1ccc(Cl)cc1C2(C)C	-0.28	.	-2	-0.23	.	3	.	.	.
CN1CCCCCC1=NC1=C(C#N)CCCC1	0.39	9	-7	-1.1	8	6	-6	1.1	5
Cc1ccc2nc(SCC(=O)Nc3ccc4sc(C)nc4c3)c(C#N)cc2c1	0.68	2	18	-0.48	-7	-16	10	0.9	-3
COc1ccc(OCCCC(=O)NCc2ccco2)cc1	0.25	7	-3	0.33	2	7	10	0.9	-6
Cc1cccc(N(CC(=O)NC2CCCCC2)C(=O)c2ccc(C)s2)c1	-2	-8	2	-0.31	9	0	60*	0.4	19
COc1ccc(C(=O)Nc2cc(Cl)cc(Cl)c2)c(OC)n1	1.3	1	-2	-0.13	-11	-1	-11	1.1	2
CC(C)COc1ccc(C(=O)Nc2ccc(NC(=O)c3ccco3)c(Cl)c2)cc1	0.48	-6	5	-1.6	-9	-6	23	0.8	-17
COc1ccccc1CNC(=O)CCNC(=O)Cn1ccc2ccccc2c1=O	0.83	11	-11	-0.12	-6	14	-13	1.1	-4
CCOc1ccccc1C1N(c2ccc(OC)cc2)C(=O)C2CCCN21 (centres undefined)	.	34*	2	1.4	-2	-4	14	0.9	-2

From PubChem
